Compound activity as filed in PubChem.
Hsp70 inhibitors = small molecules displacing fluorescent ligand from Hsp70 – biochemical, fluorescence polarization, primary screen (AID 583); Hsp70 fluorescence polarization probe displacement, mP; higher % means a stronger effect; displacement, % at 20 µM, or IC50 in µM where a hit was titrated; actives 0.06% (n = 140,000); in the data active = displacement above about 50%;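 note: plate controls were vehicle for no effect and reference ligand for full effect; a part of the inactive calls stands beside numbers as strong as those of hits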
Rat MKP-3 inhibitors = MKP-3 phosphatase inhibitors, primary screen, biochemical, rat enzyme, in vitro (AID 425) | recombinant MKP-3 phosphatase activity, fluorescence; higher % means a stronger effect | actives 0.17% (n = 110,000) | inhibition, % at 20 µM, or IC50 in µM where a hit was titrated; in the data active = inhibition above about 50%;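 note: plate controls were vehicle for no effect and reference inhibitor for full effect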
The depositor's hits bear a star; . = not tested or not shown; & = joins results of further samples. Not all compounds are listed; the hit share may differ from the screen's.

Sample of the layout, 6 compounds:
Every second line gives: Hsp70 inhibitors, Rat MKP-3 inhibitors
CCOC(=O)c1sc2nccc(N(C)C)c2c1N
 : 0.9%, 2%
CC1Cc2ccccc2N1C(=O)C12CCC(C)(C(=O)C1)C2(C)C (configuration not stated)
 : -1.4%, -17%
c1nnc(Sc2nc(N3CCOCC3)nc(N3CCOCC3)n2)n1-c1nc(N2CCOCC2)nc(N2CCOCC2)n1
 : 8.2%, -2%
COc1ccccc1NC(=O)NCCCl
 : 13%, .
COC(=O)C1=C(C)NC(=S)N(C(C)=O)C1c1ccc(Cl)cc1 (configuration not stated)
 : 23%, 2%
O=C(N/N=C\c1ccc(O)cc1O)C(=O)N/N=C/c1ccc(O)cc1O
 : -2.4%, 2%

Results, from the first entry:
Every second line gives: Hsp70 inhibitors, Rat MKP-3 inhibitors
CCOC(=O)c1sc2nccc(N(C)C)c2c1N
 : 0.9%, 2%
CC1Cc2ccccc2N1C(=O)C12CCC(C)(C(=O)C1)C2(C)C (configuration not stated)
 : -1.4%, -17%
c1nnc(Sc2nc(N3CCOCC3)nc(N3CCOCC3)n2)n1-c1nc(N2CCOCC2)nc(N2CCOCC2)n1
 : 8.2%, -2%
COc1ccccc1NC(=O)NCCCl
 : 13%, .
COC(=O)C1=C(C)NC(=S)N(C(C)=O)C1c1ccc(Cl)cc1 (configuration not stated)
 : 23%, 2%
O=C(N/N=C\c1ccc(O)cc1O)C(=O)N/N=C/c1ccc(O)cc1O
 : -2.4%, 2%
Cc1cccc(OCC(=O)NC(C)C)c1
 : 4.1%, -3%
CCN1C(=O)/C(=C\c2cccc(OS(=O)(=O)c3ccc(C)cc3)c2)SC1=S
 : 1.1%, 1%
O=C(Nc1ccccc1C#Cc1ccccc1)c1cccnc1
 : -1.1%, 1%
O=c1c(Oc2ccc(Cl)cc2Cl)c(C(F)(F)F)oc2cc(O)ccc12
 : -0.3%, -1%
COc1cc2c(N3CCOCC3)cc(O)c(CC(=O)Nc3ccccc3)c2cc1OC
 : 0.1%, -6%
O=C(CCCCCN1C(=O)CCC1=O)Nc1ccc(Br)cc1F
 : -2.1%, -16%
COC(=O)CNc1ccc2c(c1)OCO2
 : 12%, .
O=C(O)c1c(Cl)c(Cl)c(Cl)c(Cl)c1C(=O)N1CCOCC1
 : 8.6%, .
Cc1cccc(NC(=O)CN(c2cccc(Cl)c2)S(C)(=O)=O)c1
 : 1.6%, 2%
CC(=O)OCn1nnc2ccccc2c1=O
 : -2.1%, .
O=S(N1CCCCC1)C12CC3CC(CC(C3)C1)C2 (configuration not stated)
 : -0.6%, -2%
CCc1ccccc1NC(=O)c1nn2c(c1Cl)NC(c1ccc(C)cc1)CC2C(F)(F)F (configuration not stated)
 : -0.6%, 3%
O=C(c1ccccc1)N(Cc1ccccc1)c1ccccn1
 : 0.6%, -5%
CN(C)c1cccc2c(S(=O)(=O)N3CCOCC3)cccc12
 : -3.6%, -3%
O=C1/C(=C/c2ccc(I)o2)SC(=S)N1c1ccc([N+](=O)[O-])cc1
 : -4.6%, 6%
CCOc1nc(-c2ccccc2)ccc1-c1noc(COc2ccccc2)n1
 : -22%, 4%
COc1ccc(-c2ocnc2C(=O)Nc2ccccc2N2CCCCC2)cc1
 : -2.4%, 2%
Cc1onc(-c2ccccc2Cl)c1C(=O)N1CCN=C1SCc1cccnc1
 : -7.6%, 0%
CCN(CC)CCCCCCOc1ccc(Cl)cc1
 : -4.6%, 0%
O=C(CCc1nc(-c2ccccc2)no1)Nc1cc(C(F)(F)F)ccc1Cl
 : 1.5%, 3%
O=C(c1ccc(CS(=O)(=O)c2ccccc2)o1)N1CCOCC1
 : 2.3%, 0%
COC(=O)c1[nH]c(=O)c2ccccc2c1O
 : 1.6%, .
COC(=O)C1=C(C)N(c2ccc(C)c(C)c2)/C(=C/c2ccco2)C1=O
 : -0.4%, 4%
CCC(=O)Nc1ccccc1C(=O)N1CCOCC1
 : 0.7%, -16%
CC12CCC(C/C1=N\OC(=O)c1ccc(F)cc1)C2(C)C (configuration not stated)
 : 8.4%, .
CCN(CC)CCOC(=O)c1ccc2c(c1)OCCO2
 : -1.6%, .
Cc1ccc(NC2CC(=O)N(c3cccc(C(F)(F)F)c3)C2=O)cc1 (configuration not stated)
 : -3.0%, 3%
CCN(CC)P(=O)(C(NC(=O)OC)C(F)(F)C(F)(F)C(F)(F)C(F)F)N(CC)CC (configuration not stated)
 : 0.8%, -4%
CCOc1cccc(C2C(C(=O)c3ccco3)=C(O)C(=O)N2Cc2ccncc2)c1 (configuration not stated)
 : 0.7%, -7%
CCOc1ccc2ccccc2c1CNCCN1CCOCC1
 : 0.6%, 0%
Nc1nc2c(s1)CCc1c-2cnn1-c1ccccc1
 : 20%, 23%
CCOC(=O)CCc1c(C)c2ccc(OCc3nn[nH]n3)cc2oc1=O
 : -0.3%, -6%
Cc1cc2nc(-c3ccc(NC(=O)c4ccco4)cc3O)oc2cc1C
 : -1.1%, 4%
Cn1c(SCC(=O)N2CCOCC2)nnc1-c1ccccc1
 : -3.9%, -8%
CCOc1ccc(NC(=O)COC(=O)CCCc2c[nH]c3ccccc23)cc1
 : -4.3%, .
O=C(NCc1ccccn1)NC12CC3CC(CC(C3)C1)C2
 : ., -13%
S=c1[nH]nc(Cc2ccccc2)n1Cc1ccco1
 : 6.2%, -5%
COc1cccc(CN2CCN(S(C)(=O)=O)CC2)c1
 : 1.8%, -2%
Cc1nc(N2CCN(c3ccccc3)CC2)nc2c1C(=O)CCC2
 : -1.9%, 5%
CC1=C(C(=O)OC2CCCC2)C(c2ccc(Cl)cc2)NC(=O)N1C (configuration not stated)
 : 3.9%, 4%
CCOC(=O)c1ccccc1NS(=O)(=O)c1ccc(C)cc1
 : -1.3%, .
Cc1cc(N(CC(=O)O)S(C)(=O)=O)ccc1Br
 : 4.1%, -6%
CCCCn1c(SCC(=O)Nc2cc(C)on2)nnc1-c1ccco1
 : 6.8%, .
O=C(c1cccc(F)c1)N1CCN=C1SCc1cccnc1
 : 5.2%, -1%

Next records follow.
Every second line gives: Hsp70 inhibitors, Rat MKP-3 inhibitors
COCCOC(=O)c1c(C)oc2ccc(OCC(=O)c3ccccc3)cc12
 : 3.0%, 3%
Cc1cc(C(=O)Nc2ccc3ncccc3c2)ccc1[N+](=O)[O-]
 : 1.5%, 4%
COc1ccc(C(C)=O)c2c(O)cccc12
 : 1.3%&6.4%, -6%&-1%
COc1ccc(OCC(=O)NCCNC(=O)COc2ccc(OC)cc2)cc1
 : -5.0%, 3%
CCC(C)(c1ccc(C=O)s1)c1ccc(C=O)s1
 : -4.6%&-4.1%, 5%
CN(C)S(=O)(=O)c1ccc(C(=O)Nc2nc(-c3ccccc3)c(-c3ccccc3)s2)cc1
 : 3.7%, 0%
CCc1ccc(-c2[nH]c(=S)[nH]c(=O)c2C#N)cc1
 : -3.4%, 4%
c1ccc(-n2nnnc2-c2cnc(-c3cccnc3)nc2-c2cccs2)cc1
 : 9.2%, .
COc1ccc(N2C(=O)NC3CC2(C)Oc2ccccc23)cc1OC (configuration not stated)
 : -3.6%, -4%
O=C(N/N=C/c1cc(Br)c(Br)o1)C(O)(c1ccccc1)c1ccccc1
 : 3.9%, 3%
CCOc1cc(CNc2ccc3[nH]c(=O)[nH]c3c2)ccc1OCC(=O)NC(C)(C)C
 : 2.7%, -5%
O=[N+]([O-])c1cc(Cl)ccc1NCCCNS(=O)(=O)c1ccccc1
 : -1.6%, 2%
C=COCCn1c(=N)n(CCC)c2ccccc21
 : 5.7%, 2%
CCOc1cc(/C=C2\C(=O)NC(=O)N(c3ccc(Cl)cc3)C2=O)c(Br)cc1OC
 : 4.5%, 4%
COC(=O)c1ccc2c(c1O)C(=O)c1ccccc1C2=O
 : 6.6%, 2%
Cc1ccc(SCCNS(=O)(=O)c2ccc3c(c2)OCCO3)cc1
 : -4.6%, -11%
Cc1ccc(-c2cc(C(=O)NC(C)C)c3ccccc3n2)cc1
 : -0.9%, 0%
COC(=O)[C@H](Cc1ccccc1)NC(=O)Nc1ccc(C)cc1
 : -4.6%, .
COCC(C)NC(=O)c1cccc(Cl)c1 (configuration not stated)
 : 2.3%, 2%
O=C(NCc1ccco1)c1cc(-c2ccc(Cl)cc2)on1
 : -1.5%, 7%

Pulled by structure from the entries so far, two records:
Every second line gives: Hsp70 inhibitors, Rat MKP-3 inhibitors
CC12CCC(C/C1=N\OC(=O)c1ccc(F)cc1)C2(C)C (configuration not stated)
 : 8.4%, .
c1ccc(-n2nnnc2-c2cnc(-c3cccnc3)nc2-c2cccs2)cc1
 : 9.2%, .

Additional compounds.
Every second line gives: Hsp70 inhibitors, Rat MKP-3 inhibitors
CCOc1cc(/C=N/NC(=O)COc2ccccc2C)cc(I)c1O
 : 9.1%, -2%
CCCCN(CC)S(=O)(=O)N1CCC(C(=O)NCc2ccc(F)cc2)CC1
 : -1.3%, 3%
O=C(O)c1c(F)c(F)c(N2CCOCC2)c(F)c1F
 : 2.9%, 2%
O=C(CSc1nc2c(c(=O)n1-c1ccc(F)cc1)SCC2)Nc1ccc2c(c1)OCO2
 : -0.6%, .
CCCS(=O)(=O)N1CCC(C(=O)c2cccc(C(F)(F)F)c2)CC1
 : 3.2%, -4%
Cc1ccc(CN2C(=O)CCC2C(=O)NCc2ccc(F)cc2)cc1 (configuration not stated)
 : -0.8%, 5%
CCSc1nc2ccccc2n1S(=O)(=O)c1ccccc1
 : -0.8%, -8%
O=C(CC12CC3CC(CC(C3)C1)C2)Nc1ccc2c(c1)COC2=O
 : -0.8%, .
CN(C)c1ccc(/C=C(\NC(=O)c2ccccc2)C(=O)Nc2ccc(Cl)cc2)cc1
 : -2.4%, 7%
O=C(O)Cn1c(SCCOc2ccccc2)nc2ccccc21
 : -1.3%, 6%
O=C(O)/C=C(/c1ccccc1)C(F)(F)F
 : 5.0%, -1%
COc1ccc(C(N)=O)cc1NC(=O)c1ccccc1C
 : -4.0%, 2%
COc1cc(C2NC(=S)NC(C)=C2C(=O)Nc2ccc(C)cc2)ccc1O (configuration not stated)
 : 3.4%, 0%
Cc1cc(C)c(S(=O)(=O)Nc2cc(Cl)c3oc4c(c3c2)C(=O)CCC4)c(C)c1
 : 1.2%, -2%
CCCCc1ccc(S(=O)(=O)NCCc2ccncc2)cc1
 : 3.5%, -8%
CCOC(=O)c1c(NC(=O)c2ccc(-n3cnnn3)cc2)sc2c1CCCC2
 : -3.2%, 3%
Cc1[nH]c2ccccc2c1SCCN
 : -2.4%, -3%
c1ccc2c(c1)c1ccccc1n2CN1CCOCC1
 : 4.1%, .
CN1CCN(C(=O)c2ccc(Cl)c(S(=O)(=O)N3CCCCC3)c2)CC1
 : -3.8%, -7%
Cc1ccc2[nH]c(C)c(CN3CCOCC3)c(=O)c2c1
 : -3.8%, 3%
CC(C)(C)c1ccc(S(=O)(=O)Nc2ccccc2[N+](=O)[O-])cc1
 : 1.8%, 0%
Cn1c(SCC(=O)Nc2ccc(N3CCOCC3)c(Cl)c2)nnc1-c1ccccc1
 : -5.7%, -6%
Cc1c(N/C=C/C(=O)c2ccc(Br)cc2)c(=O)n(-c2ccccc2)n1C
 : 4.1%, -1%
Cc1cc2c(cc1C)CN(c1ccc(C=Nc3cccc(Br)c3)cc1)C2
 : 2.9%, 3%
CCSc1nc2sc3c(c2c(=O)n1C1CCCCC1)CCN(C)C3
 : -3.0%, 0%
O=C1NN(c2ccc(F)c(Cl)c2)C(=O)/C1=C\c1ccco1
 : 5.7%, 14%
O=S(=O)(Nc1ccc2oc3c(c2c1)CCCC3)c1ccccc1
 : -4.9%, -2%
CCOC(=O)c1ccc(NC(=O)C2(c3ccccc3)CCOCC2)cc1
 : 7.5%, .
O=C(/C(=N\O)n1cncn1)c1ccc(Cl)cc1Cl
 : -5.4%, 0%
O=C(O)/C=C/c1cccc(NS(=O)(=O)c2cccs2)c1
 : -0.9%, 1%
COC(=O)c1cccc(Cn2c(Cl)c(/C=N/NC(=O)c3ccccc3Cl)sc2=O)c1
 : -4.7%, .
CN(c1ccccc1)S(=O)(=O)c1ccc(C(=O)Nc2nccs2)cc1
 : 2.1%, 1%
CCOP(=O)(O)c1ccccc1OCCCCCOc1ccccc1P(=O)(O)OCC
 : -0.5%, .
O=C(OCc1nc2ccccc2s1)C1CCN(S(=O)(=O)c2cccs2)CC1
 : -2.5%, -14%
COC(=O)C1=C(C)NC2=C(C(=O)CC(c3ccc(OC)c(OC)c3)C2)C1c1ccccc1OCc1ccccc1 (configuration not stated)
 : -3.5%, 4%
O=C(OC1CCCCC1=O)c1cc(=O)c2ccccc2o1 (configuration not stated)
 : 0.7%, 1%
Nn1c(NCc2ccccc2)nc2ccccc21
 : 1.6%, 1%
CN(C)c1nc(C(N)=O)nc(N2CCOCC2)n1
 : -1.7%, .
COc1ccc(-n2c(Cc3cccn3C)nnc2SCC(=O)NCC2CCCO2)cc1 (configuration not stated)
 : ., 1%
CC(=O)N(C)/C=C1\Sc2ccccc2C1=O
 : -7.5%, .
CC1(c2ccccn2)Nc2ccccc2-c2nc3ccccc3n21 (configuration not stated)
 : -0.3%, -2%
Cc1ccc(S(=O)(=O)NCc2cn3c(C)csc3n2)cc1
 : 5.0%, 1%
O=C(COC(=O)c1ccncc1)NC(=O)C1CCCCC1
 : 2.6%, .
COc1ccccc1NCC(=O)N/N=C/c1cc(Br)cs1
 : -0.9%, 0%
CCOC(=O)COC(=O)c1ccc(Oc2cc(C)nc(SC)n2)cc1
 : -4.4%, .
CN1CCN(C2=C(Cl)C(=O)N(Cc3ccccc3)C2=O)CC1
 : -0.6%, -6%
COc1ccccc1OCCNC(=O)c1ccc(Br)cc1
 : -0.4%, 2%
O=C(O)Cn1c(O)c(/C=C2\C=Nc3ccccc32)sc1=S
 : -140%, 1%
O=C(Nc1cccs1)Nc1ccccc1Cl
 : 2.9%, -2%
